# EWS-Fli block: EWS/Fli-driven NR0B1 reporter inhibitors, primary screen, A673 cells, NR0B1 luciferase, luminescence, MLPCN library | viability-normalised | inhibition, % at 12.6 µM | 0.67% of 350,000 active | AID 651661, 2012;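 active means mean inhibition of at least 50% after viability correction, with every replicate also passing that limit; inconclusive means mean reaches 50% but only one of two replicates passes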;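 further: firefly luciferase signal divided by Alamar Blue viability fluorescence both relative to DMSO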
# DENV2 CPE: inhibitors of DENV2 cytopathic effect, primary screen, cell-based, plate reader, single concentration; DENV2-infected cells, cytopathic effect rescue; CPE inhibition, % at 9.99 µM; 1.7% of 350,000 active; AID 651640, 2012; in the data active means CPE inhibition above about 20%, passing the limit was not always enough; inconclusive means no clear call, values can overlap the other calls; tested in BHK-21 cells;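 further: 0% = median of neutral control wells and 100% = median of positive control wells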
# XiGFP reactiv: activators of inactive X chromosome reactivation, primary screen, imaging, XiGFP fibroblasts, GFP high-content imaging, set 2; XiGFP mouse fibroblasts, % GFP-positive cells imaging, 3 d; cells co-treated with 5-aza-dC sensitizer; scaled so ellipticine positive control = 100%; activation, % at 7.58 µM; 0.055% of 360,000 active;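 active means mean normalized replicate activation at least 10% and every replicate at or above 10%; inconclusive means only one of the two criteria met; inactive means mean below 10% and not all replicates reach 10%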;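 further: 0% = median of on-plate neutral control wells and 100% = ellipticine 6 µM median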
#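 assay system = SV40-immortalized XiGFP fibroblast cells, line 68-5-11 | buffer or medium = DMEM plus 5-aza-dC sensitizer | doses = single-point pinned compound dosing | times = 3-day compound exposure, then 15 min fixation at room temperature | benchmarks = positive control ellipticine, 6 µM final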
# ERp5 inh: inhibitors of ERp5-driven insulin aggregation, primary screen, biochemical, turbidity, absorbance 650 nm, single point | inhibition, % at 9.99 µM | 0.05% of 350,000 active | 90 min | Protein disulfide-isomerase A6 (Homo sapiens), Q15084;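 active means mean replicate inhibition above about 25%, with every replicate also reaching it, limit read from the data, passing the limit was not always enough; inconclusive means only one of those two criteria met; inactive means neither criterion met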
# Target sequence (Q15084 whole entry, looked up): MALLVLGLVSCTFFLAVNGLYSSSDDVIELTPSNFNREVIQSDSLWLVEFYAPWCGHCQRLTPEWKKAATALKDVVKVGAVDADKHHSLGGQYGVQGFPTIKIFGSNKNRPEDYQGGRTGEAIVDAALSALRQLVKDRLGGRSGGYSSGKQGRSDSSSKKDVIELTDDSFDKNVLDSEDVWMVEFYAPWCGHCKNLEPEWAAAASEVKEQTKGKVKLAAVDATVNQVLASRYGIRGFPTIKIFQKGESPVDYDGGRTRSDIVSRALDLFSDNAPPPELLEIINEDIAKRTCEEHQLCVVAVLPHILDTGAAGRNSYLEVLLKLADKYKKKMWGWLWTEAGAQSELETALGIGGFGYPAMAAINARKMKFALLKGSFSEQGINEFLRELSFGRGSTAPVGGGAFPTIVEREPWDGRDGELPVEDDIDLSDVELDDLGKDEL
# ARNT TACC3 PPI: disruptors of ARNT/TACC3 protein interaction, primary screen, biochemical, AlphaScreen, single concentration; Transforming acidic coiled-coil-containing protein 3 (Homo sapiens), Q9Y6A5; AlphaScreen His-ARNT PAS-B/GST-TACC3 binding, luminescence; TACC3 fragment carries E629A point mutation; inhibition, % at 9.99 µM; 0.66% of 390,000 active; AID 623870, 2012;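 active means mean inhibition of replicates at least 50% and at least half of replicates each reaching 50%; inconclusive means half or more replicates reach 50% but mean below 50%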;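 further: 0% = complete ARNT plus TACC3 wells and 100% = ARNT alone without TACC3; many hits fall short of the cut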
# F508del corr: F508del CFTR correction, initial screen, CFBE line, single point. CFBE cells, YFP halide quenching; stimulated with forskolin plus potentiator P3; % fluorescence drop versus neutral controls. activity (quench increase), % at 7.58 µM. 0.36% of 350,000 active. AID 720511, 2013;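 active means mean added fluorescence quench of at least 8% versus neutral control, with both replicates also reaching 8%; inconclusive means only one of the mean or replicate conditions met; inactive means mean below 8% and not both replicates reaching 8%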;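 further: cells transiently co-express mutant CFTR-F508del with the halide-sensitive YFP; corrector assay measuring rescue of mutant channel to the surface after 24 h compound exposure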
# INS-1E GSIS act: GLuc luminescence reporter in INS-1E cells, primary screen for activators of glucose-dependent secretion of insulin | AID 743287, 2014 | activation, % at 16.6 µM | INS-1E GLuc reporter insulin secretion, 2-3 h | 0.61% of 370,000 active;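 active means lowest replicate activation of at least 40%, so every replicate reaches that level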;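 further: 0% = median of neutral control wells and 100% = median of IBMX positive control wells; some compounds called inactive have numbers as strong as hits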
# PAX8 reporter: inhibitors of PAX8-driven TPO luciferase reporter, primary screen, RMG-I cells, single concentration. SteadyGlo, 24 h. inhibition, % at 12.6 µM. 1.2% of 360,000 active. AID 652154, 2013;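 active means mean replicate inhibition at least 60% with every replicate also reaching 60%; inconclusive means only one of the two criteria is met; inactive means mean below 60% and not all replicates reaching 60%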;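 further: luciferase light reporting Pax8 driven TPO promoter activity; plate controls were median of neutral control wells for no effect and mitoxantrone controls for full effect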
# The depositor's hits bear a star; ? = inconclusive; . = no result given.
SMILES,EWS-Fli block,DENV2 CPE,XiGFP reactiv,ERp5 inh,ARNT TACC3 PPI,F508del corr,INS-1E GSIS act,PAX8 reporter
CCN(C(=O)COC(=O)c1cc(S(=O)(=O)N2CCOCC2)c(Cl)cc1Cl)C1CCS(=O)(=O)C1 (stereo not drawn),1,2,0.0,-4,.,-2.6,15,-6
COc1ccc(CNC(=O)C2(C)Cc3ccccc3C(=O)O2)cc1 (stereo not drawn),-3,-5,0.0,3,-12,2.3,4,11
CCN1C(=O)/C(=C\c2cccc(OC(=O)c3ccco3)c2)SC1=S,-24,5,0.0,1,-12,4.4,5,-9
COc1cc(/C=N/NC(=O)C(=O)NCC2CCCO2)cc(Cl)c1O (stereo not drawn),2,-5,0.0,0,-6,-1.5,13,11
CC1=CC(=O)O[C@@H]1[C@@]1(C)C[C@H]2OC(=O)C[C@H]3[C@@H](C)C(=O)C(O)=C1[C@@]23CO,-10,3,.,3,-12,1.5,.,.
Cc1[nH]n(C(N)=S)c(=O)c1N=Nc1cc(-c2ccc(Br)cc2)[nH]n1,-74,0,0.2,1,15,0.6,-16,-13
CC1=C(C(=O)N2CCOCC2)C(c2c(F)cccc2F)NC(=O)N1 (stereo not drawn),1,-4,0.0,5,-9,2.2,4,4
COc1ccc(S(=O)(=O)N(C)C[C@H]2Oc3ccc(NS(C)(=O)=O)cc3C(=O)N([C@H](C)CO)C[C@@H]2C)cc1,1,0,-0.7,10,-6,0.3,5,.
CS(=O)(=O)c1cccc(-c2csc(N3CCC(C(N)=O)CC3)n2)c1,-87,.,0.0,-8,-3,-1.4,.,-149
CC(=O)c1cccc(NC(=O)COc2ccccc2C(=O)c2cc(C#N)c(=O)n(C3CCCCC3)c2)c1,.,.,1.2,.,-4,.,0,8
CCCc1nc2ccc(C)cn2c1Cc1ccccc1,-64,-13,-0.2,-3,.,0.6,-2,-157
CN(CC(=O)N1CCc2ccccc21)S(=O)(=O)c1cccc2cccnc12,9,7,0.1,0,-8,2.1,13,36
CC(=O)Oc1ccc(C(=O)OCC(=O)c2c(N)n(C)c(=O)n(C)c2=O)cc1OC(C)=O,0,-3,0.0,2,6,1.0,-9,-7
Cc1ccc(C)c(NC(=O)COC(=O)CCC(=O)c2cccs2)c1,2,17,0.0,-4,9,3.2,14,-2
COc1ccc2[nH]c3c(=O)n(Cc4ccc(C(=O)NCC5CCCO5)cc4)c(=S)[nH]c3c2c1 (stereo not drawn),-11,6,0.1,5,-4,-0.1,6,29
COc1cc(/C=C/C(=O)OCC(=O)NC(=O)NC(C)(C)C)ccc1OCC#N,4,14,-0.1,-7,-3,-5.2,0,36
COc1cc(N=CC2=C(O)c3ccccc3C2=O)cc(OC)c1,-31,0,0.1,1,.,.,8,9
CC(C)NC(=O)N(C)C[C@@H]1Oc2ccc(NC(=O)Nc3ccccc3)cc2CC(=O)N([C@H](C)CO)C[C@@H]1C,-3,5,-0.7,2,1,0.5,10,-1
C[C@H](O)C#Cc1ccc2c(c1)O[C@@H](CN(C)Cc1ccccc1)[C@@H](C)CN([C@H](C)CO)S2(=O)=O,-6,-6,-1.1,1,-5,0.9,3,.
COc1ccc(N(C(=O)c2ccncc2)S(=O)(=O)c2cccs2)cc1,7,0,-0.1,-4,-6,-0.2,4,2
Cc1ccc(S(=O)(=O)N(C)C)cc1NC(=O)Nc1c(-c2ccccc2)noc1C,-23,0,0.1,3,.,.,-20,4
CCOC(=O)[C@]12CCC=C1N(Cc1ccc(Cl)cc1Cl)C(=O)[C@H](CC(=O)NCCCN1CCCC1=O)C2,-2,-13,0.1,-1,.,3.8,.,3
O=C(O)c1cc([N+](=O)[O-])ccc1Nc1ccccc1,-5,-6,0.0,-4,0,0.6,-17,25
O=C(NCc1ccco1)c1ccc(Cn2c(=O)c3sccc3n(Cc3cccc(F)c3)c2=O)cc1,8,-8,-0.2,5,-5,1.6,-4,-1
Cc1ccc(C)c(CSc2nnc(C)c(=O)n2N)c1,-6,2,0.1,-3,-4,-1.4,-6,6
# Next part
SMILES,EWS-Fli block,DENV2 CPE,XiGFP reactiv,ERp5 inh,ARNT TACC3 PPI,F508del corr,INS-1E GSIS act,PAX8 reporter
O=C(Oc1ccc(-c2csnn2)cc1)C1CC1,-7,10,0.0,0,-37,-0.3,0,10
CC(=O)c1ccc(Oc2cc(C)nc(N3CCOCC3)n2)cc1,.,.,0.2,.,-9,.,15,-5
Cc1cc(OCC(=O)Nc2nnc(C3CC3)s2)ccc1Cl,-43,4,0.0,1,.,-1.6,-8,-45
C[C@@H]1CCCCO[C@H](CN(C)S(C)(=O)=O)[C@H](C)CN([C@@H](C)CO)C(=O)c2cc(NC(=O)C3CCCCC3)ccc2O1,-4,-16,-1.1,-3,3,0.1,-3,2
O=C([C@@H]1N[C@@H]2c3ccc(-c4ccc(F)cc4)c(=O)n3C[C@@H]2[C@H]1CO)N1CCOCC1,-2,9,0.2,4,-3,-0.4,22,-3
COc1ccccc1NC(=O)C(C)OC(=O)Cc1ccsc1 (stereo not drawn),4,-10,0.1,2,-10,-0.2,2,15
N#C/C(=C\c1ccncc1)C(=O)Nc1ccc(C(=O)O)cc1,15,0,0.0,-3,-7,-4.1,-7,2
CCc1ccc(C(=O)C(C)OC(=O)Cc2n[nH]c(=O)c3ccccc23)cc1 (stereo not drawn),45,0,0.4,9,-9,3.6,12,29
CC1CCCN(CCCOc2ccc(Br)cc2Cl)C1 (stereo not drawn),-13,34*,0.1,16,-3,.,7,-91
COCC(=O)N1[C@H](C#N)[C@H](c2ccccc2-c2cccc(C)c2)[C@H]1CO,-1,?,0.1,5,.,0.5,-1,.
Cc1ccc(N(CC(=O)NN=C2CCN(C)CC2)S(=O)(=O)c2ccccc2)c(C)c1,-39,10,0.0,-4,1,.,.,2
O=C(Cc1ccccc1)Nc1nnc(-c2ccccc2)o1,-3,6,0.1,5,17,-1.4,7,-9
N/C(=N\OC(=O)CCCOc1ccccc1)c1ccc([N+](=O)[O-])cc1,-41,-8,0.1,1,1,2.3,2,-14
CC1CCCCC12NC(=O)N(CC(=O)OCC(=O)NC(=O)c1ccccc1)C2=O (stereo not drawn),5,-7,0.1,1,-13,-2.2,-1,-10
C[C@@H]1CN([C@H](C)CO)S(=O)(=O)c2ccc(-c3cncnc3)cc2O[C@H]1CN(C)Cc1ccncc1,-7,5,0.1,2,2,3.4,5,.
COc1ccc(-c2ccc([C@H]3[C@H](CO)N4C(=O)CN(C(=O)c5ccccc5)C[C@@H]34)cc2)cc1,-3,?,0.4,2,.,1.2,-3,17
Cc1nnc(NC(=O)CCC(=O)N2CCN(CCOc3cccc4ccccc34)CC2)s1,-13,-2,0.0,1,.,-0.6,4,16
CCCC#Cc1ccc2c(c1)O[C@H](CN(C)C(=O)c1cccnc1)[C@@H](C)CN([C@H](C)CO)S2(=O)=O,11,-9,-0.2,1,-9,-2.1,-1,.
C=CCSc1nnc(NC(=O)c2cccc(S(=O)(=O)N(C)c3ccccc3)c2)s1,8,.,0.0,.,-4,2.7,-10,-3
CCOc1ccccc1NC(=O)CCNS(=O)(=O)c1ccc(NC(C)=O)cc1,-5,-1,0.0,5,-3,-2.3,-1,-4
CC(NC(=O)c1ccccc1F)c1cccc2ccccc12 (stereo not drawn),18,-8,0.1,-4,-11,2.1,30,-4
C/C(=N\NC(=O)CNc1cccc(C(F)(F)F)c1)c1cccs1,-9,8,0.0,1,-1,0.1,-52,4
CCCC#Cc1cnc2c(c1)C(=O)N([C@H](C)CO)C[C@@H](C)[C@@H](CN(C)C(=O)Cc1ccccc1)O2,-10,4,-0.2,0,-10,2.9,4,-3
Cc1ccc(N(C)S(=O)(=O)c2cccc(C(=O)Nc3ccc(C)cn3)c2)cc1,0,-1,-0.1,1,-5,2.5,-47,-2
CCN(CC)c1ccc([N+](=O)[O-])cc1C(=O)O,12,0,-0.1,1,11,.,-6,3
# Following part.
SMILES,EWS-Fli block,DENV2 CPE,XiGFP reactiv,ERp5 inh,ARNT TACC3 PPI,F508del corr,INS-1E GSIS act,PAX8 reporter
CCN1CCN(c2ccc(S(=O)(=O)N3CCCCC3)cc2NC(=O)c2cc3ccccc3o2)CC1,39,?,-0.1,6,20,4.6,46*,44
N#C[C@@H]1[C@@H](c2ccc(-c3cccnc3)cc2)[C@H](CO)N1C(=O)Nc1ccc(F)cc1,-8,3,0.0,2,-8,0.0,-26,-4
CN1C(=O)[C@@H]2[C@H](C1=O)[C@@H]1C(=O)Nc3ccccc3C(=O)N1[C@@H]2c1ccc(Br)cc1,-4,-7,0.0,-2,-3,1.1,16,3
O=C(NN=C1CCCCCC1)c1cc2ccccc2cc1O,-3,-1,0.0,3,12,5.8,1,-6
CS(=O)(=O)c1nc(S(=O)(=O)c2ccc(Cl)cc2)c(NCCCN2CCOCC2)s1,.,3,0.0,1,-1,-1.0,30,-5
CCCNC(=O)N1CC2(CN(CC3CCCCC3)C2)c2c(n(C)c3cc(OC)ccc23)[C@@H]1CO,3,-3,0.0,1,.,1.8,10,.
C[C@@H]1CN([C@@H](C)CO)S(=O)(=O)c2ccc(/C=C/c3ccccc3)cc2O[C@H]1CN(C)C(=O)c1cccnc1,-14,5,-1.3,4,-3,6.8,-7,.
O=C(O)C1CCN(Cc2oc(CO)cc(=O)c2O)C1 (stereo not drawn),-7,13,0.3,-1,-1,-1.4,.,.
COc1ccc(-n2c(O)cnc2Nc2nc(C)cc(C)n2)cc1OC,10,5,.,-3,1,-2.6,4,.
C=CCSc1ncc(C(=O)OCC)c(N)n1,-65,1,0.0,2,36,-0.9,9,-94
CC(=O)c1c(C)[nH]c(C(=O)OCC(=O)Nc2ccc(Cl)cc2[N+](=O)[O-])c1C,13,-10,0.1,8,1,1.2,-10,36
O=C(Nc1ccc2c(c1)OCO2)c1cccc(S(=O)(=O)N2CCCC2)c1,-18,-5,.,1,21,-1.8,-4,.
O=C(c1ccncc1)N1CC2(C1)[C@H](c1ccccc1)[C@@H](CO)N2CC1CCOCC1,-4,73*,0.2,1,.,1.6,13,-1
CC(=O)c1cccc(NC(=S)NCCc2ccc(F)cc2)c1,-24,1,0.1,5,5,-2.3,6,0
O=C(NC1CCCC1)c1ccc(COCC(F)(F)C(F)F)o1,0,-1,.,6,-22,-0.8,-3,.
O=C1COc2ccccc2N1Cc1c(F)cccc1Cl,-8,-1,0.2,-7,-5,1.1,5,-1
COc1cccc2cc(-c3cc(=O)oc4cc(C)c(O)cc34)oc12,10,-4,0.0,-4,28,1.2,79*,17
O=C(O)C1C2CCC(CC2)C1C(=O)O (stereo not drawn),6,0,-0.2,8,-2,0.1,.,5
O=C(Nc1cnccc1C(F)(F)F)NC1CCCCC1,4,-2,0.1,5,-2,-0.1,9,0
Cc1ccc(C(=O)Nc2c(C)cc(-c3ccccc3)oc2=O)cc1,9,4,0.4,0,-1,-1.3,10,7
